IEC-6 cytotox – cytotoxicity in IEC-6 intestinal epithelial cells, primary screen, cytotoxicity control for KLF5 inhibitor project, cell-based, luminescence; IEC-6 cytotoxicity, luminescence viability; 290,000 tested, 0.78% active; inhibition, % at 5 µM; AID 1825, 2009; in the data active = inhibition above about 22%;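 also: 0% = plate median of test compound wells and 100% = cytotoxic reference compound wells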
HSF1 inh – HSF1 inhibitors in luciferase reporter cells, primary screen, cell-based, NIH3T3, luminescence. 300,000 tested, 0.77% active. NIH3T3-HGL HSE-luciferase, MG132-induced, luminescence 8 h; hits give low values. activity change, negative = inhibition, % at 7.5 µM (by protocol);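 active = more than half of replicate wells show activity change below -50%, luminescence cut by over half; inconclusive = some wells, but at most half, below -50%; inactive = no replicate well below -50%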;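 also: luciferase reports HSF-1 transcriptional activity via heat shock element; 0% = median of DMSO wells and -100% = zero luminescence signal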
AI-2 QS modul – Vibrio harveyi AI-2 quorum sensing modulators, primary screen, JMH597 strain, luminescence/OD600 ratio; Vibrio harveyi JMH597 AI-2 luminescence/OD600 ratio, 9 h; hits give low values; strain lacks LuxN and CqsS sensors; 0 = neutral-control median; activity change, % at 7.5 µM; 300,000 tested, 0.4% active; AID 2094, 2009; in the data active = activity change below about -75%, passing the limit was not always enough; inconclusive = no clear call, values can overlap the other calls;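 also: luminescence divided by OD600 gain over 9 h not by final OD600 alone; inactives centre near 13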
Platelet DG rel – inhibitors of platelet dense granule secretion, primary screen, cell-based, MLPCN, human platelets | human platelet-rich plasma, SFLLRN dense granule ATP release, luminescence | inhibition, %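 (compounds screened at 7.5 µM in platelet-rich plasma)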 | 300,000 tested, 0.22% active;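 active = mean replicate score, as percent of positive control, at or above 50; inconclusive = mean below 50 but at least one replicate at or above 50; inactive = mean and every replicate below 50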
aSyn 5UTR inh – MLPCN primary screen, SNCA 5' untranslated region. alpha-synuclein 5'UTR reporter, inhibitor activity. inhibition, % (tested at 7.5 µM). 300,000 tested, 0.82% active. AID 1813, 2009; in the data active = inhibition above about 60%; inconclusive = no clear call, values can overlap the other calls;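 also: H4 neuroglioblastoma cells stably carrying SNCA 5'UTR luciferase fusion; 0% = DMSO wells and 100% = positive control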
HSP90 inh – HSP90 inhibitors, primary screen, cell lysate, luminescence | Rabbit reticulocyte lysate, luciferase refolding luminescence, 3 h | inhibition, % at 5.6 µM | 290,000 tested, 0.91% active | AID 1789, 2009;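 active = inhibition above the screen-wide mean plus 3 SD, computed separately per campaign, cut at about 16% in these data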;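 also: 0% = DMSO wells and 100% = 60 µM geldanamycin wells; inhibitors lower the luminescence because luciferase stays unfolded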
KLF5 inh – KLF5 expression inhibitors, primary screen, DLD-1 cells, luminescence; inhibition, % at 5 µM; AID 1700, 2009; 290,000 tested, 0.23% active; DLD-1 KLF5 promoter-luciferase reporter;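 active = inhibition above a per-plate limit of that plate's mean compound inhibition plus 3 SD, cut at about 60% in these data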;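 also: 0% = DMSO wells and 100% = LY294002 at 200 µM; higher means less KLF5 promoter-driven luciferase light; inactives centre near -14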
SKKanGAS inh – S. pyogenes SKKanGAS growth inhibitors in kanamycin, primary screen, streptokinase expression inhibitor project, SKKanGAS strain, BacTiter-Glo luminescence | 6 h | inhibition, % at 7.5 µM | 300,000 tested, 1.3% active | AID 1662, 2009;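 active = mean replicate score, as percent of positive control median, at least 50; inconclusive = mean below 50 but one replicate at or above 50; inactive = mean and every replicate below 50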;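 also: strain carries kanamycin resistance gene driven by streptokinase promoter and grows in 40 µg/ml kanamycin; loss of luminescence reflects streptokinase promoter inhibition or plain growth inhibition; 0% = median of DMSO wells and 100% = positive control at its reference dose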
HSF-1 act – HSF-1 activators, primary screen, NIH3T3-HGL cells, MG132 stress, luminescence, single point | NIH3T3-HGL HSF-1 luciferase reporter, 8 h; 100% = twice DMSO control signal | activation, % at 9 µM | 300,000 tested, 1.7% active | AID 504408, 2011;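 active = mean replicate activation of at least 50% with a set share of replicates each reaching 50%; inconclusive = only one of those two conditions met; inactive = mean below 50% and too few replicates reaching it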;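 also: 0% = median of the neutral control wells and 100% = twice that signal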
HIF act – HIF pathway transcriptional activators, primary screen, cell-based, U2OS HRE-luciferase, luminescence; AID 1910, 2009; U2OS HRE-luciferase reporter; normalized: DMSO 0%, desferrioxamine 100%; 300,000 tested, 0.32% active; activation, % at 7.5 µM (by protocol);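 active = mean activation of at least 10% of the iron chelator positive control signal, with at least half of replicates also reaching 10%; inconclusive = mean and replicate majority disagree about reaching 10%; inactive = mean and most replicates under 10%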
Starred values were filed as active, the others as inactive; ? = inconclusive; / = no result given.

SMILES | IEC-6 cytotox | HSF1 inh | AI-2 QS modul | Platelet DG rel | aSyn 5UTR inh | HSP90 inh | KLF5 inh | SKKanGAS inh | HSF-1 act | HIF act
O=C(NCC1CCCO1)C1CCN(C2CCN(Cc3cccs3)CC2)CC1 (centres undefined) | 0.5 | -6.3 | 19.8 | 2.8 | 1.9 | -1.4 | -19.8 | -5.6 | 13.3 | 0.0
COc1ccc(OCC(=O)N/N=C(\C)CC(=O)Nc2ccc(NC(C)=O)cc2)cc1 | -4.0 | 0.0 | 16.2 | -0.6 | -15.5 | -3.1 | -16.8 | 2.4 | -6.2 | -0.3
O=C(COc1ccc(F)cc1)Nc1ccc(S(=O)(=O)Nc2ncccn2)cc1 | / | -4.3 | 18.5 | -11.9 | 13.0 | / | / | 1.2 | 14.5 | -16.4
FC(F)(F)c1cccc(NC(=S)NCc2ccccc2)c1 | -0.2 | 4.1 | -42.1 | 14.2 | 22.7 | -3.2 | -32.3 | 28.5 | -5.1 | -0.2
COc1cc(N=C2C(=O)N3c4c(cccc42)C(C)=CC3(C)C)cc(OC)c1 | 10.5 | -0.7 | 30.4 | -40.3 | -5.3 | 1.0 | -12.6 | 0.0 | 14.7 | -0.5
O=C(CCCCCNC(=O)N1CCn2c1nc1ccccc12)NCCc1ccccc1 | 7.9 | -0.2 | 9.9 | 4.9 | 8.6 | -0.8 | -17.8 | -1.7 | 3.9 | 0.6
O=C(c1cccc(S(=O)(=O)N2CCOCC2)c1)N1CCOCC1 | -5.5 | -2.3 | 16.4 | 1.4 | -3.7 | -1.7 | -18.0 | -6.5 | -2.6 | -0.3
COc1ccc(/C=C/C(=O)c2ccc3c(c2)OCO3)c(OC)c1 | -8.4 | 35.3 | 19.9 | 24.7 | -84.5 | -4.9 | -93.1 | -0.7 | ? | 1.3
O=C(O)c1c2c(nc3ccccc13)/C(=C/c1c(F)cccc1F)CCC2 | -7.2 | -7.1 | 26.9 | 1.1 | 12.8 | -2.6 | -28.6 | 4.4 | 1.0 | 0.3
CCN1CCN(CC(=O)Nc2sc3c(c2C#N)CCC3)CC1 | 3.3 | -4.8 | 18.4 | 0.2 | -8.9 | -2.7 | -25.7 | 2.3 | -8.5 | 0.2
O=C(NCc1ccco1)c1cc(-c2cccs2)on1 | -12.4 | 63.3 | -16.1 | -3.3 | -297.4 | 0.0 | -143.6 | -8.6 | 71.7* | 20.6*
CC(C(=O)N1CCN(C(=O)c2ccco2)CC1)n1sc2ccccc2c1=O (centres undefined) | 5.1 | 12.4 | 1.9 | 1.2 | -7.3 | 6.6 | -11.1 | -3.4 | 16.4 | -0.1
CCCN1CCC(=O)N([C@H](CO)c2ccccc2)CC1 | -6.0 | -2.7 | 20.8 | 1.9 | 9.0 | -8.0 | -16.7 | 7.0 | 6.4 | -0.8
CC(C)(C)OC(=O)[C@H](Cc1ccccc1)NC(=O)c1nc[nH]c1C(=O)N[C@@H](Cc1ccccc1)C(=O)OC(C)(C)C | / | -4.3 | 23.9 | -1.2 | 22.2 | / | / | 70.1* | -11.4 | -1.2
CCc1ccc(NC(=O)N(CCOC)C2CCN(C(C)=O)CC2)cc1 | 2.2 | -16.5 | 24.6 | -1.4 | -54.0 | 3.8 | -6.5 | 3.9 | -11.6 | -0.7
CC(=O)/C=C/c1ccc(C)o1 | -6.6 | -12.5 | 11.8 | -18.1 | -1.5 | -5.3 | 10.5 | 0.9 | -13.1 | -0.1
CCN(CC(=O)NCc1cccs1)C(=O)c1ccc(S(=O)(=O)Nc2ccccc2)cc1 | / | 8.7 | 12.8 | -2.4 | -16.4 | / | / | -2.2 | 6.5 | 0.9
O=C(O)C(C(O)c1ccccc1)[n+]1ccccc1 (centres undefined) | / | -3.4 | 33.1 | 1.2 | 2.2 | / | / | 4.6 | -10.3 | -2.4
O=C(NCc1ccccc1)c1cccc(S(=O)(=O)N2CCCCC2)c1 | -2.5 | -5.5 | / | -0.1 | -1.3 | -0.5 | -9.9 | -13.6 | 0.3 | 1.4
O=C(CNC(=O)c1ccco1)OCC(=O)c1ccccc1 | -5.0 | -4.1 | 22.2 | 2.8 | 20.3 | -0.3 | -17.0 | 2.5 | 2.9 | -0.1
CCC(=O)N1CCc2cc(S(=O)(=O)CCC(=O)N(C)c3ccc(OC)cc3OC)ccc21 | -3.4 | 4.5 | 10.9 | 29.3 | 26.2 | -3.1 | -8.8 | 0.2 | 17.1 | -0.1
CC(C)Oc1ccc(OCCNC2CCCC2)cc1 | 0.7 | -2.3 | 4.7 | -2.1 | -3.4 | 3.6 | -18.8 | 1.8 | 1.3 | 0.4
CN1C(=O)C(CC(=O)Nc2ccccc2)S/C1=N/c1nccs1 (centres undefined) | -6.7 | -4.2 | 9.8 | -14.4 | -16.2 | 2.3 | -12.2 | -1.4 | 26.0 | 0.2
CC(=O)Nc1ccccc1OCC(=O)NC(C)c1ccc(F)cc1 (centres undefined) | -3.2 | 9.4 | 30.0 | 15.9 | 1.0 | -1.3 | -16.1 | 4.1 | 6.8 | 0.1
COc1ccccc1C(=O)N1N=C(c2ccc(NS(C)(=O)=O)cc2)CC1c1cccs1 (centres undefined) | 6.2 | 12.4 | 11.7 | 4.5 | -1.6 | 1.5 | -43.6 | -5.0 | 54.2* | 0.3
Further compounds follow.
SMILES | IEC-6 cytotox | HSF1 inh | AI-2 QS modul | Platelet DG rel | aSyn 5UTR inh | HSP90 inh | KLF5 inh | SKKanGAS inh | HSF-1 act | HIF act
COc1ccc(S(=O)(=O)NNC(=O)c2ccccc2-n2cccc2)cc1 | -9.0 | -0.9 | 4.0 | -0.2 | -5.8 | -3.6 | -7.6 | 5.1 | -4.8 | 0.0
CC1(/[N+]([O-])=C/c2ccc(F)cc2)CCCCC1=O (centres undefined) | 2.7 | -6.7 | 16.0 | 4.6 | -14.6 | -3.1 | -17.0 | -4.6 | -17.3 | -0.7
COc1ccc(Br)c(C(=O)NC2CCCC2)c1 | -1.1 | -2.1 | 13.2 | -4.6 | 5.3 | 1.1 | -7.6 | -1.9 | 2.4 | 0.5
COc1ccccc1CN1CC(C(=O)NCCn2ccc(C)n2)CCC1=O (centres undefined) | -4.3 | -4.7 | 23.3 | 0.0 | -22.4 | -6.4 | -14.8 | -3.0 | 10.9 | -0.4
COc1ccc(Cl)cc1NC(=O)c1oc(C)nc1C | -4.5 | -0.5 | 4.6 | -7.0 | -30.8 | 1.1 | 4.1 | 0.1 | -7.7 | 0.1
COc1ccc(C2CCCN2C(=S)Nc2cccc(Cl)c2)cc1OC (centres undefined) | 0.6 | 7.6 | 16.1 | 6.1 | 14.6 | -2.9 | -10.7 | 3.5 | -0.1 | 0.6
CCCCN(CC)S(=O)(=O)N1CCC(C(=O)NCCCN2CCOCC2)CC1 | -1.5 | 1.5 | 7.8 | 20.3 | 11.1 | 0.8 | -26.1 | -0.2 | 2.5 | 0.1
N#C/C(C(=O)c1ccccc1)=C1/CCCCCN1 | 2.7 | 9.0 | 10.9 | -0.3 | -112.9 | 5.1 | -109.0 | 1.4 | 23.4 | 2.7
CC(NC(=O)c1cc(S(=O)(=O)N2CCOCC2)cn1C)c1ccccc1 (centres undefined) | 2.7 | 4.5 | 10.9 | 35.6 | 0.7 | 1.4 | -35.3 | 1.8 | -2.2 | 0.2
COc1ccc(Br)cc1/C=N/NC(=O)CN1CCN(Cc2ccccc2)CC1 | 5.2 | -3.2 | 10.7 | 15.8 | 6.4 | 1.3 | -5.9 | 6.1 | 1.7 | -0.6
Cc1ccc(-n2c(C)cc(/C([O-])=C(/C(=S)Nc3ccc(F)c(Cl)c3)[n+]3ccccc3)c2C)cc1 | -3.6 | 6.1 | 10.7 | 0.2 | -33.0 | -3.1 | -37.9 | 22.5 | 3.5 | -1.6
CC(C)(C)C(=O)Nc1cc(S(=O)(=O)N2CCCCC2)ccc1N1CCCCC1 | 4.9 | -8.6 | 20.5 | -1.6 | 9.5 | 7.1 | -11.9 | 2.2 | 6.1 | -0.3
CC(C)CN(CC(C)C)C(=O)Cc1coc2ccc3ccccc3c12 | 2.8 | 12.8 | -0.5 | 1.1 | -9.0 | -0.8 | -27.4 | 18.9 | 45.1 | 0.1
Cc1c(NS(=O)(=O)c2ccccc2)c(=O)n(-c2ccccc2)n1C | -2.2 | 1.6 | 7.9 | 6.3 | 22.6 | -3.2 | 6.7 | -3.8 | 13.9 | -0.4
O=C(CN1CCCCC1)N=Nc1c(O)[nH]c2ccccc12 | -0.6 | 1.7 | 25.5 | -0.2 | -23.7 | 0.9 | -22.5 | 7.1 | 17.4 | 0.5
CCc1c(C)nc(SCC(=O)c2ccc(C)c(C)c2)[nH]c1=O | -4.7 | 3.5 | 11.3 | 3.8 | 5.9 | -5.5 | -27.5 | 3.8 | -17.5 | -0.5
CN1CCc2c(sc(NC(=O)C3CCCCC3)c2C(N)=O)C1 | 6.8 | -2.1 | 13.8 | 1.3 | -30.4 | 0.9 | -19.9 | 0.0 | 1.9 | 1.0
Cn1ccnc1SCCNC(=O)CCc1nnc(CCc2ccccc2)o1 | -14.4 | -6.7 | 5.5 | -6.1 | 27.8 | -9.5 | 0.3 | -0.8 | -28.2 | 0.3
COc1cc(CC(=O)Nc2nccs2)cc(OC)c1OC | 1.2 | -2.3 | 53.9 | -3.1 | -11.3 | 2.4 | -3.5 | -1.1 | 8.2 | -0.7
CCCCCc1nc2c(C#N)c(-c3ccc(Cl)cc3)ccn2n1 | -1.8 | 1.5 | -2.1 | 2.8 | -64.6 | 0.1 | -11.7 | 9.9 | 14.6 | 0.9
O=C(Nc1nnc(Cc2ccccc2F)s1)Nc1ccccc1F | -4.6 | 13.9 | 2.0 | -0.1 | -98.6 | -7.5 | -19.0 | -4.6 | 24.3 | 3.3
O=C(NCCCC1CCCC1)C1CCC(=O)N(Cc2ccc(Cl)cc2)C1 (centres undefined) | -8.1 | 28.3 | 16.8 | -8.9 | 8.1 | 3.8 | -26.6 | -12.0 | 35.0 | -8.1
CC(C)[C@H](NC(=O)OCc1ccccc1)C(=O)NCc1ccccc1 | -1.5 | 6.7 | 7.1 | -8.6 | 6.6 | 4.9 | -10.7 | -14.7 | 15.1 | -0.1
COc1ccc(CN2CCc3ccc(NC(=O)CCc4ccccc4OC)cc3C2)c(O)c1 | 6.2 | 3.7 | 39.4 | -4.4 | -17.6 | 5.5 | -18.5 | 8.9 | 5.7 | 0.5

Source: PubChem BioAssay
